Bim-Bcl-W – inhibitors of Bim-Bcl-W interaction, human; hit rate 0.02% among 190,000; inhibition, % at 10 µM; Q92843; bead-based flow cytometry, Bim peptide-Bcl-W binding;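 further: 0% = bound tracer without compound and 100% = peptide blocker; higher means less fluorescent Bim peptide bound to Bcl-W beads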
ABCG2 block – inhibitors of human ABCG2 transporter, ABCB1 counter-screen | inhibition, % at 6.6 µM | hit rate 0.1% among 190,000 | Q9UNQ0 | IgMXP3 cells, JC-1 efflux, flow cytometry;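 active means inhibition above 80%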;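 further: 0% = DMSO and 100% = nicardipine control wells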
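Measure – % inhibition of efflux relative to nicardipine and DMSO · Test system – ABCG2 IgMXP3 and barcoded ABCB1 CCRF-Adr cell mix · Control set – nicardipine as high control, DMSO as low control · Compound – one concentration, 6.6 µM final · Signal – flow cytometry of retained JC-1 fluorescence · Timing – 10 min exposure at 25 °C with rotation, no wash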
Bim-Bcl-B – disrupts Bim peptide binding to human Bcl-B. Q9HD36. bead-based flow cytometry. inhibition, % at 10 µM. hit rate 0.073% among 190,000. AID 951;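 further: 0% = tracer peptide without compound and 100% = reference inhibitor peptide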
Avidin fluor – compound fluoresces at 488/530 nm on avidin beads; compound fluorescence 488/530 nm, flow cytometry; active compounds read high; fluorescence (KMESF) at 10 µM; hit rate 0.38% among 220,000; AID 1775; in the data active means fluorescence above about 47; further: inactives centre near 10
Bim-Bfl-1 – inhibitors of Bim-Bfl-1 interaction, human. Q16548. Bead-based flow cytometry, Bim-Bfl-1 binding inhibition. inhibition, % at 10 µM. hit rate 0.12% among 190,000. AID 1008;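 further: 0% = wells without compound plus tracer and 100% = blocker peptide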
RGS7-Gao – modulates binding of RGS7 to human Galphao; Multiplexed bead flow cytometry; actives lie on both sides; binding response (% of control), % at 10 µM; hit rate 0.35% among 220,000; AID 1439; in the data active means binding response below about 49% or above about 150%;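 further: fluorescent Galphao held in activated GDP-AlF4 state binding bead-coupled RGS7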
Bim-Bcl-XL – disrupts Bim peptide binding to human Bcl-XL; Q07817; bead flow cytometry, fluorescence; inhibition, % at 10 µM; hit rate 0.04% among 190,000; AID 1007
Bim-Bcl-2 – disrupts Bim peptide binding to human Bcl-2; Bead-based flow cytometry, Bim peptide-Bcl-2 binding; inhibition, % at 10 µM; hit rate 0.06% among 190,000; in the data active means inhibition above about 40%;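 further: 0% = no compound wells with probe peptide and 100% = reference peptide inhibitor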
ABCB1 block – inhibitors of human ABCB1 transporter, ABCG2 counter-screen. inhibition, % at 6.6 µM. P08183. hit rate 0.067% among 190,000. CCRF-Adr cells, JC-1 efflux, flow cytometry; in the data active means inhibition above about 40%;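 further: 0% = vehicle and 100% = reference inhibitor; higher value means more JC-1 retained so stronger ABCB1 efflux block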
Target sequence (P08183 whole entry, looked up): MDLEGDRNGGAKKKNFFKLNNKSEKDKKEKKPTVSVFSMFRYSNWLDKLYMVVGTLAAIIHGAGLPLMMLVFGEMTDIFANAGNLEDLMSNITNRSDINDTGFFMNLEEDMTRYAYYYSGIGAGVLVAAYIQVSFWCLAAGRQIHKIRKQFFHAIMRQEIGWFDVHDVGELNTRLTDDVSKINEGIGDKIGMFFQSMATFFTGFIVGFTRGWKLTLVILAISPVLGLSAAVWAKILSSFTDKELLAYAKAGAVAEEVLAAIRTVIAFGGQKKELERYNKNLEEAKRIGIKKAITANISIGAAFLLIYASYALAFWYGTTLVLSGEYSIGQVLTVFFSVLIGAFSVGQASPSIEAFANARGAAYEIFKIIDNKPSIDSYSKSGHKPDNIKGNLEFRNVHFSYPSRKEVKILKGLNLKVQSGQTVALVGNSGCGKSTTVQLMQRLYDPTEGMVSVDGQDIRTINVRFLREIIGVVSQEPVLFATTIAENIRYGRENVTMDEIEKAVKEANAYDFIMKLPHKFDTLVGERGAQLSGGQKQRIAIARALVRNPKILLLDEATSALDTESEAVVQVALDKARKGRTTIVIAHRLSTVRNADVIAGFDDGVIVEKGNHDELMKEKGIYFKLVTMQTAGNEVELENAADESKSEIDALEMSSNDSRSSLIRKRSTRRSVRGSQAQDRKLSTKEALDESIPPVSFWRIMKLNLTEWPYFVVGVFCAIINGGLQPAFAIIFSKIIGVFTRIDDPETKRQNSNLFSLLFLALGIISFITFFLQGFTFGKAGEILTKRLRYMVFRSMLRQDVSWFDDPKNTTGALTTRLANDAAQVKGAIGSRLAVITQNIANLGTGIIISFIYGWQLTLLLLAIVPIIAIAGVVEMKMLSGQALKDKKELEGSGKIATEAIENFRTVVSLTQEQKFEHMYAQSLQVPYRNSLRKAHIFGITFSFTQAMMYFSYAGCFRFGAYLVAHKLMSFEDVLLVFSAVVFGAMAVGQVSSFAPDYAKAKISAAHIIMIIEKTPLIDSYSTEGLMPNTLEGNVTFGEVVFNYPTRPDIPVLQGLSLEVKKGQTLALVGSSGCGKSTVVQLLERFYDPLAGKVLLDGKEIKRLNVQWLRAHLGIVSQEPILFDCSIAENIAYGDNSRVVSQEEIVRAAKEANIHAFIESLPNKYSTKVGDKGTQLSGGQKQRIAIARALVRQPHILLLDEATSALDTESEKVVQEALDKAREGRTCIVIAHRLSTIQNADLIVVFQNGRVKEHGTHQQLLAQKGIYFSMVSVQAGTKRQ
RGS4-Gao reg – modulates binding of RGS4 to human Galphao; P09471; Multiplexed bead flow cytometry; actives lie on both sides; binding response (% of control), % at 10 µM; hit rate 0.33% among 220,000; AID 1415; in the data active means binding response below about 49% or above about 150%; inactive means in between;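 further: fluorescent Galphao activated with aluminum fluoride binding bead-coupled RGS4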
GSH fluor – GSH bead compound fluorescence profile | GSH beads flow cytometry, compound fluorescence 488/530 nm; active compounds read high | fluorescence (KMESF) at 10 µM | hit rate 0.25% among 190,000 | AID 1776; in the data active means fluorescence above about 89;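 further: glutathione beads carrying GST-tagged Bcl family fusion proteins plus one bare bead set; values are compound well signal with DMSO vehicle wells as background; inactives centre near 16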
An asterisk follows results filed as active; nt = not tested or not shown. Unless noted, no stated cut-off is given here; in the data, active means inhibition above about 40%.

no.	SMILES	Bim-Bcl-W	ABCG2 block	Bim-Bcl-B	Avidin fluor	Bim-Bfl-1	RGS7-Gao	Bim-Bcl-XL	Bim-Bcl-2	ABCB1 block	RGS4-Gao reg	GSH fluor
1	C#CCOCCOCCOCCNc1nc(N2CCN(C(=O)[C@H](CCC(=O)O)n3cc(C(N)[C@H](C)CC)nn3)CC2)nc(N2CCN(C(=O)[C@H](CCC(=O)O)n3cc(C(N)[C@H](C)CC)nn3)CC2)n1 (stereo partly specified)	-1.0	0.0	-2.0	5	-4.0	87.0	0.0	-3.0	0.0	88.4	18
2	CCn1c(C)nc2cc(C(=O)OC(C(F)(F)C(F)F)C(F)(F)C(F)F)ccc21	0.0	7.7	-9.0	7	-10.0	106.9	2.0	-10.0	0.7	105.4	35
3	Cc1ccccc1NC(=O)c1ccc(COc2ccc3c(C)cc(=O)oc3c2)cc1	-2.0	-3.4	-10.0	2	-1.0	98.2	-8.0	-2.0	-0.2	96.1	3
4	O=C(CN1CCN(S(=O)(=O)c2ccc(Br)cc2)CC1)Nc1ccc2c(c1)OCO2	4.0	1.0	-4.0	7	-11.0	98.9	-1.0	-3.0	0.2	97.0	16
5	COC(=O)CCSCC(=O)N1N=C(c2ccc(OC)cc2)CC1c1cccc(OC)c1OC (stereo unspecified)	-1.0	4.1	-1.0	12	-6.0	96.9	-3.0	-1.0	2.4	98.2	11
6	CCc1ccccc1NC(=O)CC1SCCNC1=O (stereo unspecified)	-1.0	2.6	-3.0	17	-5.0	87.3	-1.0	-4.0	1.4	92.3	14
7	Cc1ccc(-c2nc3nc4ccccc4nc3n2Cc2ccco2)cc1	-2.0	-1.6	-2.0	27	2.0	95.9	-2.0	-1.0	0.0	96.0	16
8	Cc1cc(Oc2ccc(=O)n(C)n2)nc(=S)[nH]1	-2.0	1.7	-13.0	9	2.0	102.3	-1.0	1.0	0.4	98.7	15
9	COC(=O)Nc1sc(C(=O)N(C)C)c(C)c1C(=O)OC	-1.0	-0.1	0.0	19	1.0	104.7	-1.0	-4.0	-0.1	106.8	22
10	Cc1ccc(NC(=O)COC(=O)c2cccnc2)cc1	0.0	3.2	-1.0	13	-4.0	96.2	-1.0	-4.0	0.1	99.2	9
11	N#C/C(=C\C1=C(N2CCOCC2)C(=C/c2cccc([N+](=O)[O-])c2)/CC1)C(=O)Nc1ccccc1F	-1.0	1.9	-7.0	13	0.0	101.7	-2.0	1.0	0.8	100.9	25
12	COc1ccc(C(CNC(=O)c2ccc(S(=O)(=O)N(C)C)cc2)N(C)C)cc1 (stereo unspecified)	0.0	1.5	-3.0	9	-3.0	97.2	-1.0	-2.0	-0.4	100.1	14
13	CCC(C(=O)OCC(=O)Nc1cccc(OC)c1)c1ccccc1 (stereo unspecified)	-1.0	3.5	-5.0	29	-11.0	107.0	0.0	-1.0	0.2	101.0	12
14	CC1CCCCN1C(=O)Cc1ccc(F)cc1 (stereo unspecified)	-2.0	6.0	-3.0	9	0.0	106.5	-5.0	3.0	-0.7	109.5	23
15	O=C(CSc1ccc(-c2cccs2)nn1)Nc1ccccc1F	-1.0	1.1	-3.0	12	-2.0	103.8	-1.0	-1.0	0.1	102.5	11
16	CC(=O)c1c(N)c(C#N)c(C)n1-c1ccc(Br)cc1	0.0	0.1	-9.0	18	-16.0	102.3	-4.0	-10.0	0.4	100.2	33
17	O=C(O)/C=C\C(=O)Nc1ccc(N2CCN(c3ccc(F)cc3)CC2)cc1	-1.0	0.2	-6.0	12	-1.0	98.5	-4.0	4.0	-0.1	102.8	14
18	CCN1CCN(c2ncc(C(=O)Nc3ccccc3C(=O)OC)c3ccccc23)CC1	-4.0	18.6	-4.0	9	-6.0	106.3	-6.0	-11.0	12.0	105.7	25
19	Cn1c(SCC(=O)C(C)(C)C)nnc1-c1cccnc1	2.0	0.8	-7.0	8	-10.0	106.7	-8.0	-5.0	0.1	104.1	59
20	Cc1cc(C)nc(N(C#N)S(=O)(=O)c2ccccc2Cl)n1	-7.0	-7.0	-5.0	23	-6.0	97.4	-5.0	-6.0	-0.7	101.5	26

Sorted by count of non-hydrogen atoms (descending): some entries from above
no.	SMILES	Bim-Bcl-W	ABCG2 block	Bim-Bcl-B	Avidin fluor	Bim-Bfl-1	RGS7-Gao	Bim-Bcl-XL	Bim-Bcl-2	ABCB1 block	RGS4-Gao reg	GSH fluor
5	COC(=O)CCSCC(=O)N1N=C(c2ccc(OC)cc2)CC1c1cccc(OC)c1OC (stereo unspecified)	-1.0	4.1	-1.0	12	-6.0	96.9	-3.0	-1.0	2.4	98.2	11
2	CCn1c(C)nc2cc(C(=O)OC(C(F)(F)C(F)F)C(F)(F)C(F)F)ccc21	0.0	7.7	-9.0	7	-10.0	106.9	2.0	-10.0	0.7	105.4	35
15	O=C(CSc1ccc(-c2cccs2)nn1)Nc1ccccc1F	-1.0	1.1	-3.0	12	-2.0	103.8	-1.0	-1.0	0.1	102.5	11

The results go on.
no.	SMILES	Bim-Bcl-W	ABCG2 block	Bim-Bcl-B	Avidin fluor	Bim-Bfl-1	RGS7-Gao	Bim-Bcl-XL	Bim-Bcl-2	ABCB1 block	RGS4-Gao reg	GSH fluor
21	Cc1onc(-c2ccccc2)c1C(=O)NNC(=S)NC(=O)/C=C/c1ccccc1	-6.0	-5.1	-8.0	4	-12.0	98.0	-6.0	0.0	-1.1	96.4	19
22	CN1CCc2c(sc(/N=C/c3ccco3)c2C(N)=O)C1	-2.0	2.7	-3.0	33	0.0	101.5	-5.0	1.0	0.2	98.6	14
23	COc1ccc(OC)c(NC(=O)CSc2nnc(C3CCCCC3)n2-c2ccccc2)c1	3.0	8.8	7.0	7	6.0	98.6	0.0	3.0	3.8	105.1	21
24	O=c1cc(CSc2ccc(Cl)cc2)nc(N2CCCCC2)[nH]1	0.0	3.8	-4.0	8	-9.0	101.2	-14.0	-8.0	1.6	103.1	34
25	O=C(NC(=O)c1ccncc1)NC(c1ccccc1)c1ccccc1	0.0	-0.9	0.0	7	0.0	98.3	0.0	0.0	0.2	101.6	11
26	CCCCOc1ccc(Cl)cc1CSc1nnc(CC)n1N	2.0	1.1	-7.0	5	-10.0	94.3	-1.0	-4.0	0.2	98.3	38
27	O=c1c2[nH]c3ccccc3c2ncn1Cc1ccccn1	1.0	nt	-6.0	6	-8.0	98.9	-4.0	-1.0	nt	101.8	17
28	CCN(CC)C(=O)C(=O)N/N=C/c1ccc(C(=O)OC)cc1	-5.0	1.6	-3.0	14	-4.0	100.7	-8.0	-3.0	0.1	103.2	14
29	CC(=O)OCC(=O)[C@H]1CC[C@H]2[C@@H]3CCC4=CC(=O)CC[C@]4(C)[C@H]3CC[C@]12C	-1.0	1.0	-7.0	7	0.0	100.3	-4.0	0.0	0.4	98.1	18
30	COc1cc(NC(=O)c2cccc(Br)c2)nc(OC)n1	0.0	4.0	-2.0	9	-7.0	101.5	-2.0	0.0	0.2	101.9	10
31	COc1cccc2cc(C(=O)N3CCN(C(=O)c4ccco4)CC3)c(=O)oc12	1.0	1.6	-2.0	10	-6.0	99.3	-6.0	-3.0	0.2	96.9	18
32	O=C(N(c1ccccc1)c1ccccc1)n1ccnc1	-3.0	2.2	-3.0	32	-3.0	98.0	-4.0	-1.0	-0.4	100.2	25
33	Cc1nc(N)sc1N=Nc1ccc(F)cc1	1.0	0.7	-6.0	5	-4.0	98.0	-8.0	-4.0	0.1	99.3	32
34	CN=C1SC(CC(=O)Nc2sc3c(c2C#N)CCCC3)C(=O)N1C (stereo unspecified)	-5.0	18.4	-5.0	20	-4.0	93.7	-8.0	1.0	0.0	93.2	20
35	COCCNC(=O)C(OC(=O)CC1Sc2ccccc2NC1=O)c1ccncc1 (stereo unspecified)	4.0	-1.6	7.0	5	7.0	103.6	2.0	2.0	-0.2	88.9	50
36	CC1CCCC(C)N1/N=C/c1ccccc1OC(F)F (stereo unspecified)	-3.0	1.1	-2.0	8	-2.0	102.5	2.0	0.0	0.5	103.4	14
37	CC1CC(=S)Nc2ccccc2N1Cc1ccccc1 (stereo unspecified)	-3.0	1.4	-7.0	3	0.0	96.9	-6.0	-3.0	3.1	100.4	8
38	Cc1cccc(OCCCCc2c(C)n[nH]c2C)c1	0.0	23.4	-9.0	10	-14.0	101.2	-5.0	-10.0	1.3	99.6	24
39	COC(=O)c1cnn2c(C)c(Cc3cccc(F)c3)c(C)nc12	-6.0	0.0	-4.0	25	-4.0	97.6	-7.0	-6.0	0.0	96.5	16
40	C#CCNC(=O)c1ccc(OCc2ccccc2)cc1Cl	-2.0	2.7	-2.0	11	-5.0	91.4	-2.0	-5.0	0.2	93.9	16
41	Fc1ccc(-c2noc(C3CCN(Cc4cccnc4)CC3)n2)cc1	0.0	0.0	-6.0	5	-11.0	104.5	-11.0	-1.0	0.0	111.0	33
42	COCCNC(=O)c1ccccc1NS(=O)(=O)c1ccc(C)c([N+](=O)[O-])c1	0.0	9.6	-6.0	16	-5.0	100.3	-1.0	-7.0	0.8	99.2	9
43	CCOc1ccc(OCC)c(NC(=O)CC2Oc3ccccc3NC2=O)c1 (stereo unspecified)	1.0	0.6	-5.0	7	-8.0	105.2	-2.0	-9.0	-2.9	101.7	22
44	CC1CCC(NC(=O)C2(C)CCC(=O)N2Cc2cccnc2)CC1 (stereo unspecified)	-9.0	3.9	-13.0	26	-11.0	104.8	-14.0	-9.0	0.8	107.5	14
45	CCC(C)NC(=O)C1CC(c2ccc(OC)cc2)=NO1 (stereo unspecified)	-2.0	1.2	-4.0	7	-3.0	102.8	-2.0	-2.0	0.3	104.9	25
46	O=c1[nH][nH]c(C(F)(F)F)c1C=Nc1ccccc1Cl	0.0	3.4	-10.0	10	-9.0	106.2	-11.0	-12.0	1.0	107.1	15
47	Cc1cc(C(=O)CSc2nnc(-c3cccnc3)n2-c2ccccc2)c(C)n1CC1CCCO1 (stereo unspecified)	-1.0	2.4	-1.0	33	0.0	97.4	0.0	-3.0	1.1	98.3	15
